From PubChem
POLI inh – blocks human DNA polymerase iota activity. hit rate 1% among 390,000. Potency, µM (highest dose often 115 µM), inactives show top-dose activity, negative = inhibition, hits mostly inhibitors. Q9UNA4. Pol iota fluorescent replication assay, 10 min; also: potency is read from the fitted curve at half-maximal effect
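Pol iota at 10 nM preincubated 15 min with compounds at room temperature; reaction started with fluorescent substrate, 50 nM final. Fluorescence read kinetically at 0 and 10 min; buffer-only wells as negative control.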
APE1 inh – blocks human APE1 abasic DNA cleavage; P27695; recombinant APE1, TAMRA/BHQ-2 abasic DNA cleavage fluorescence; Potency, µM (doses to about 65.8 µM), for inactives: at the top dose activity change, negative = inhibition, actives largely listed as inhibitors; hit rate 0.35% among 350,000; AID 2517;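 also: potency is read from the fitted curve at half-maximal effect; plate controls were vehicle for no effect and reference inhibitor for full effect; nearly all actives have a fitted effect of over 55% in size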
Target sequence (P27695 whole entry, looked up): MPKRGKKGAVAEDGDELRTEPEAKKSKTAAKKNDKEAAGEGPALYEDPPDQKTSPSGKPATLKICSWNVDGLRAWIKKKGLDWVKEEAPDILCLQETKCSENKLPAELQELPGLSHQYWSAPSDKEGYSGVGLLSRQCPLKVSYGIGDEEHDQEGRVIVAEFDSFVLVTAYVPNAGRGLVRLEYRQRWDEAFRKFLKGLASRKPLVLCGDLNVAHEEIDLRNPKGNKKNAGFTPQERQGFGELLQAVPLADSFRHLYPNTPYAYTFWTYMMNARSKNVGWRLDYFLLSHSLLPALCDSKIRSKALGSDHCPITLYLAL
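0.75 nM APE1 + cpd, 15 min RT; start w/ 50 nM TAMRA/BHQ-2 THF-abasic dsDNA; kinetic fluor 525/598 nm ×3 reads @60 s; Δ(read3−read1); normalized to DMSO and NSC13755 control wells.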
Apoferritin bind – binds horse apoferritin like a general anesthetic. apoferritin/1-aminoanthracene competitive binding, fluorescence. Potency, µM (doses to about 77.5 µM), inactives show top-dose activity change, negative = displacement, most hits filed as inhibitors. hit rate 0.074% among 350,000. AID 485281; also: potency is read from the fitted curve at half-maximal effect; % is scaled to controls: 0 for no effect and ±100 for the full control effect; nearly all actives have a fitted effect of over 20% in size
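Probe: 1-aminoanthracene (50% saturated, PBS). Protein: horse-spleen apoferritin, 10 uM. Incubation: 10 min, room temperature. Detection: 380 nm excitation, 535 nm emission. Analysis: normalized response, four-parameter Hill.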
Pol kappa inh – inhibitors of human DNA polymerase kappa. purified Pol kappa, fluorescent DNA synthesis assay, 10 min. Potency, µM (doses to about 107 µM), without a hit: at the highest dose activity, negative = inhibition, actives largely listed as inhibitors. hit rate 0.53% among 400,000; also: potency is read from the fitted curve at half-maximal effect; % is scaled to controls: 0 for no effect and ±100 for the full control effect
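Here, compound and 10 nM enzyme are combined for 15 min at room temperature; adding 50 nM substrate (final) starts DNA synthesis, tracked by fluorescence at 0 and 10 min against buffer-only wells.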
LDHA block – blocks human lactate dehydrogenase A. hit rate 0.15% among 480,000. purified LDHA, NADH/diaphorase-resazurin fluorescence; stronger effect = lower value. activity change, % (values are at about 110 or 230 µM); in the data active = activity change below about -30%; inconclusive = mostly about -25% to -30%;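 also: plate controls were DMSO wells for no effect and wells without enzyme for full effect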
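Human LDH5 (2 nM) was incubated with 0.06 mM NADH and 0.2 mM pyruvate for 5 min at room temperature in Tris pH 7.4. Remaining NADH was coupled through diaphorase/resazurin, and resorufin fluorescence was read at 0 and 20 min.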
BLM helicase inh – Bloom syndrome helicase (human) inhibition; Potency, µM (doses to about 56.1 µM), inactives show at the top dose activity change, negative = inhibition, actives largely listed as inhibitors; recombinant BLM DNA unwinding, fluorescence dequenching; P54132; hit rate 0.2% among 350,000;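 also: potency is read from the fitted curve at half-maximal effect; plate controls were vehicle for no effect and no enzyme for full effect; nearly all actives have a fitted effect of over 35% in size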
Glioma ERSR ind – inducers of ER stress response in human glioma cells; Potency, µM, inactives show at the highest dose activation, actives largely listed as activators; hit rate 0.02% among 420,000; U87-MG GRP78 promoter luciferase reporter, 16 h; AID 602332; also: potency is read from the fitted curve at half-maximal effect; series mostly up to about 76 µM; % of control where 0% means no effect; nearly all actives have a fitted effect of over 35% in size
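ERSR induction read as luciferase luminescence (Bright-Glo, 10 min at room temperature) in stably transfected human U87-MG glioma cells exposed to compounds for 16 h, using GRP78 as sensor.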
Pol beta inh – inhibitors of human DNA polymerase beta; Pol beta primer extension/strand displacement, fluorescence kinetic; hit rate 1.3% among 340,000; AID 485314; Potency, µM (top dose mostly 114 µM), for the others: at the highest dose activity change, negative = inhibition, hits mostly inhibitors; P06746; also: potency is read from the fitted curve at half-maximal effect; % is scaled to controls: 0 for no effect and ±100 for the full control effect
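Enzyme-only controls used 10 nM Pol beta; buffer lacking enzyme served as negative control. Compound preincubated 15 min, then 50 nM substrate added; 0 and 10 min reads at room temperature.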
POLH inh – blocks human DNA polymerase eta activity. Q9Y253. recombinant Pol eta, fluorescent DNA replication assay. Potency, µM (doses to about 114 µM), for inactives: top-dose activity change, negative = inhibition, hits mostly inhibitors. hit rate 1.2% among 390,000. AID 588591; also: potency is read from the fitted curve at half-maximal effect; % is scaled to controls: 0 for no effect and ±100 for the full control effect
Target sequence (Q9Y253 whole entry, looked up): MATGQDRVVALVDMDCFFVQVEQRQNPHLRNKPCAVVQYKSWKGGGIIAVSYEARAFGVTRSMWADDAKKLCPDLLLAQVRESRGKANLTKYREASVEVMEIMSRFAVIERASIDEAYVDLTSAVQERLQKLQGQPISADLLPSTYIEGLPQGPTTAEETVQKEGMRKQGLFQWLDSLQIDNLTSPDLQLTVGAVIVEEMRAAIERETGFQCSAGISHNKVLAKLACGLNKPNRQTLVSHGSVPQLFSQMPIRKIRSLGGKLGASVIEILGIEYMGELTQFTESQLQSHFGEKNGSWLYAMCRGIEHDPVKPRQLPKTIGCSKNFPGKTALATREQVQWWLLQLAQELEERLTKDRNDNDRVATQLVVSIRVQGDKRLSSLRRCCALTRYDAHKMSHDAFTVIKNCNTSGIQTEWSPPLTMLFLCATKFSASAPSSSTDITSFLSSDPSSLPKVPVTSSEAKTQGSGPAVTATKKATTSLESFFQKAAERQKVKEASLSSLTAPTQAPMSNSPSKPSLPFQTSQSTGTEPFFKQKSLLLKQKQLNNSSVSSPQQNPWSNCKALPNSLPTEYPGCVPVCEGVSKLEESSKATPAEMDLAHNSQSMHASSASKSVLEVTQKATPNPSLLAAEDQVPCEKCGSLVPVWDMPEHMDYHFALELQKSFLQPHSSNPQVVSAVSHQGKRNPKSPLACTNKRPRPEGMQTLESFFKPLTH
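Pol eta at 10 nM preincubated with compounds 15 min at room temperature; reaction started with fluorescent substrate (50 nM final) and read kinetically at 0 and 10 min.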
* = called active by the depositor; & = joins results of further samples; [ ] = another dose, or the depositor's remark. Unless noted, calls follow the shape of the dose curve; as a rule, active = well fitted curve in the direction sought with a large enough effect; inconclusive = small, poorly fitted or top-dose-only effect, or another doubt; inactive = no such curve, though single readings can be large; an effect the other way counts as inactive or inconclusive. This is a subset; the hit share may differ from the screen's.

Cc1noc(C)c1NC(=O)Nc1cccc2c1O[C@H](CN(C)C(=O)Nc1ccc(C(F)(F)F)cc1)[C@@H](C)CN([C@H](C)CO)C2=O was read as POLI inh 6%, APE1 inh 17%, Pol kappa inh -23%, LDHA block -2, Glioma ERSR ind -1% and POLH inh -11%.
FC(F)(F)c1cc(-c2ccco2)nc(-n2nc(C(F)(F)F)cc2C2CC2)n1 was read as POLI inh 2%, APE1 inh -3%, Apoferritin bind -2%, Pol kappa inh -4%, LDHA block 8, BLM helicase inh -10%, Glioma ERSR ind -3%, Pol beta inh -12% and POLH inh -20%.
Cn1c(=O)n(C)c2cc(N3CCOCC3)c(NS(=O)(=O)c3ccc(C(C)(C)C)cc3)cc21 was read as POLI inh 13%, Apoferritin bind -17%, Pol kappa inh -7%, LDHA block -4&-1, BLM helicase inh 2%, Glioma ERSR ind -3%, Pol beta inh 25% and POLH inh -21%.
`CCCC12CN3CCN(CC(C3)/C1=N\NC(=O)Nc1ccccc1)C2` gave POLI inh -9%, APE1 inh 5%, Apoferritin bind -7%, Pol kappa inh -14%, LDHA block -2, BLM helicase inh 0%, Glioma ERSR ind -1%, Pol beta inh 9% and POLH inh -10%.
COc1ccc(C)cc1NC(=O)c1sc2nc(-c3ccc(F)cc3)cn2c1C was read as POLI inh -6%, Apoferritin bind 4%, Pol kappa inh -11%[60.1 µM], LDHA block -3, BLM helicase inh -13%, Glioma ERSR ind -2%, Pol beta inh 1% and POLH inh 17%.
Screening CC(=Nc1ccccc1)C1=C(O)CCCC1=O returned POLI inh 17%, APE1 inh inconclusive, Apoferritin bind 2%, Pol kappa inh -10%, LDHA block -11, BLM helicase inh -2%, Glioma ERSR ind -1%, Pol beta inh 19% and POLH inh -7%.
COc1ccc(NS(=O)(=O)N2CCOCC2)cc1 was read as POLI inh -6%, APE1 inh 2%, Apoferritin bind -14%, Pol kappa inh -10%, LDHA block -1, BLM helicase inh 1%, Glioma ERSR ind 2%, Pol beta inh 12% and POLH inh -15%.
O=C(COC(=O)c1ccc(Br)o1)NCc1ccc2c(c1)OCO2 was read as POLI inh 7%, APE1 inh -9%, Pol kappa inh -8%, LDHA block -9, Glioma ERSR ind 0% and POLH inh -6%.
CCN(CC1CCCO1)C(=O)c1cc(COc2ccc(F)cc2F)on1 (stereo not given) was read as POLI inh -1%, APE1 inh 47%[activator], Apoferritin bind inconclusive, Pol kappa inh -4%, LDHA block 4, BLM helicase inh -2%, Glioma ERSR ind -3%, Pol beta inh 1% and POLH inh -16%.
For CCN1/C(=C\C(=S)Nc2ccccc2)Sc2ccccc21 the results were POLI inh 122%[activator], APE1 inh -4%, Apoferritin bind inconclusive, Pol kappa inh -20%, LDHA block -4, BLM helicase inh -9%, Glioma ERSR ind 0%, Pol beta inh -3% and POLH inh -25%.
Screening Cc1ccc(NC(=O)c2ccc(Cl)c(S(=O)(=O)N3CCCC3)c2)nc1 returned POLI inh 21%, APE1 inh 8%, Pol kappa inh -16%, LDHA block -4, Glioma ERSR ind 1% and POLH inh -18%.
`CC(C)c1ccc(NC(=O)CN2CCN(c3ccccn3)CC2)cc1` gave POLI inh 6%, APE1 inh -6%, Apoferritin bind 3%, Pol kappa inh -23%, LDHA block -4, BLM helicase inh -4%, Glioma ERSR ind 2%, Pol beta inh 53% and POLH inh -6%.
For Cc1ccc(Cn2ccc(NC(=O)CCSc3nc(-c4ccco4)cc(C(F)(F)F)n3)n2)cc1 the results were POLI inh -5%, APE1 inh -5%, Apoferritin bind inconclusive, Pol kappa inh -16%, LDHA block -1, BLM helicase inh -15%, Glioma ERSR ind -7%, Pol beta inh 1% and POLH inh -20%.
Screening CCCCNC(=O)c1cn(CC)c2ccc(S(=O)(=O)N3CCCCCC3)cc2c1=O returned POLI inh 29%, APE1 inh -10%, Apoferritin bind -11%, Pol kappa inh 3%, LDHA block -1, BLM helicase inh -1%, Glioma ERSR ind 2%, Pol beta inh 1% and POLH inh -11%.
For CCOCC(=O)N(CC)Cc1ccccc1 the results were POLI inh -4%, APE1 inh -1%, Apoferritin bind -12%, Pol kappa inh -6%, LDHA block -11, BLM helicase inh -3%, Glioma ERSR ind -8%, Pol beta inh 2% and POLH inh -4%.

Brought forward from above: 5 entries, followed by the next part.
Screening Cc1ccc(NC(=O)c2ccc(Cl)c(S(=O)(=O)N3CCCC3)c2)nc1 returned POLI inh 21%, APE1 inh 8%, Pol kappa inh -16%, LDHA block -4, Glioma ERSR ind 1% and POLH inh -18%.
`CC(C)c1ccc(NC(=O)CN2CCN(c3ccccn3)CC2)cc1` gave POLI inh 6%, APE1 inh -6%, Apoferritin bind 3%, Pol kappa inh -23%, LDHA block -4, BLM helicase inh -4%, Glioma ERSR ind 2%, Pol beta inh 53% and POLH inh -6%.
For Cc1ccc(Cn2ccc(NC(=O)CCSc3nc(-c4ccco4)cc(C(F)(F)F)n3)n2)cc1 the results were POLI inh -5%, APE1 inh -5%, Apoferritin bind inconclusive, Pol kappa inh -16%, LDHA block -1, BLM helicase inh -15%, Glioma ERSR ind -7%, Pol beta inh 1% and POLH inh -20%.
Screening CCCCNC(=O)c1cn(CC)c2ccc(S(=O)(=O)N3CCCCCC3)cc2c1=O returned POLI inh 29%, APE1 inh -10%, Apoferritin bind -11%, Pol kappa inh 3%, LDHA block -1, BLM helicase inh -1%, Glioma ERSR ind 2%, Pol beta inh 1% and POLH inh -11%.
For CCOCC(=O)N(CC)Cc1ccccc1 the results were POLI inh -4%, APE1 inh -1%, Apoferritin bind -12%, Pol kappa inh -6%, LDHA block -11, BLM helicase inh -3%, Glioma ERSR ind -8%, Pol beta inh 2% and POLH inh -4%.
COCc1cc(C)nc(Oc2ccccc2)c1C#N was read as POLI inh 62%[activator], APE1 inh 2%, Apoferritin bind -12%, Pol kappa inh -3%, LDHA block -10, BLM helicase inh -3%, Glioma ERSR ind 6%, Pol beta inh 0% and POLH inh 6%.
For CC(=O)N/C(=C/c1ccc2c(c1)OCO2)C(=O)NCC(=O)O the results were POLI inh 13%, APE1 inh -4%, Apoferritin bind 1%, Pol kappa inh 1%, LDHA block -8, BLM helicase inh 3%, Glioma ERSR ind -2%, Pol beta inh -1% and POLH inh -10%.
Screening COc1cccc2sc(N)nc12 returned POLI inh 10%, APE1 inh 12%&0%, Pol kappa inh -21%, LDHA block -2, Glioma ERSR ind 1% and POLH inh -7%.
Screening CC(=O)Nc1ccc(S(=O)(=O)N[C@@H](C)C(=O)N(C)Cc2cccs2)cc1 returned POLI inh 28%, APE1 inh -9%, Pol kappa inh 0%, LDHA block -14, Glioma ERSR ind -2% and POLH inh -18%.
Screening Cc1ccc(Nc2nnns2)cc1 returned POLI inh 1%, APE1 inh -8%, Apoferritin bind -16%, Pol kappa inh -7%, LDHA block -14, BLM helicase inh 0%, Glioma ERSR ind 2%, Pol beta inh 7% and POLH inh -1%.
`COc1ccc(C(=O)Nc2ccc(S(=O)(=O)N3CCN(C)CC3)cc2)cc1` gave POLI inh 5%, Pol kappa inh -23%, LDHA block -5, Glioma ERSR ind -4% and POLH inh -6%.
COc1ccc(NC(=O)C23CCC(C2)C(C)(C)C3=O)cc1 (stereo not given) was read as POLI inh 5%, APE1 inh -6%, Apoferritin bind -15%, Pol kappa inh -14%, LDHA block -4, BLM helicase inh -3%, Glioma ERSR ind -5%, Pol beta inh 4% and POLH inh -2%.
`O=C(Nc1ccccc1)C1=C[C@H](c2csc3ccccc23)C[C@H](OCc2ccc(CO)cc2)O1` gave POLI inh -14%, APE1 inh inconclusive, Apoferritin bind -10%, Pol kappa inh -11%, LDHA block -2, BLM helicase inh -12%, Glioma ERSR ind -4%, Pol beta inh 22% and POLH inh -24%.
Screening O=C(O)c1ccc(N/N=C/c2ccc(OC(=O)c3cccc(Cl)c3)cc2)cc1 returned POLI inh inconclusive, APE1 inh 9%, Apoferritin bind -1%, Pol kappa inh -1%, LDHA block -4, BLM helicase inh 1%, Glioma ERSR ind -18%, Pol beta inh inconclusive and POLH inh inconclusive.
`Cc1nn(-c2ccccc2)c(C)c1-c1cc(C(=O)N/N=C/c2cccnc2)[nH]n1` gave APE1 inh -1%, Apoferritin bind -5%, BLM helicase inh 4% and Pol beta inh inconclusive.
Screening CCOc1ccc(N(C)S(=O)(=O)c2c(C(=O)N3CCC(C)CC3)c(C)n(C)c2C)cc1 returned POLI inh 30%[activator], Apoferritin bind -6%, Pol kappa inh -6%[60.1 µM], LDHA block -3, BLM helicase inh 0%, Glioma ERSR ind 0%, Pol beta inh -2% and POLH inh -19%.
`Cc1cc(OCc2cc(C(=O)N(C)CCCN3CCOCC3)no2)cc(C)c1Cl` gave POLI inh 43%[activator], APE1 inh -22%, Apoferritin bind -22%, Pol kappa inh 0%, LDHA block -2, BLM helicase inh -3%, Glioma ERSR ind -4%, Pol beta inh 14% and POLH inh -26%.
COc1ccc(C)cc1NC(=O)CCS(=O)(=O)c1ccc2c(c1)CC(=O)N2C was read as POLI inh 17%, Apoferritin bind -18%, Pol kappa inh -19%, LDHA block -6, BLM helicase inh 0%, Glioma ERSR ind -1%, Pol beta inh -2% and POLH inh -8%.
`CCCCCn1nc(C(=O)N(CC(C)C)c2c(N)n(CCCC)c(=O)[nH]c2=O)c2ccccc2c1=O` gave POLI inh -5%, APE1 inh 7%, Pol kappa inh 3%, LDHA block 7, Glioma ERSR ind -4% and POLH inh -20%.
`Cc1ccc(CNC(=O)C2CC(c3ccccc3C(F)(F)F)=NO2)o1` (stereo not given) gave POLI inh -11%, Pol kappa inh -4%, LDHA block -3, Glioma ERSR ind -1% and POLH inh -12%.
For O=c1ncn(-c2cccc([N+](=O)[O-])c2)c2ccccc12 the results were POLI inh -15%, Pol kappa inh -9%, LDHA block 6, Glioma ERSR ind -4% and POLH inh 0%.
Nc1nonc1-n1nnc(C(=O)N/N=C/c2ccc(O)cc2)c1CN1CCCCCC1 was read as POLI inh 6%, Pol kappa inh -14%, LDHA block -4, Glioma ERSR ind -4% and POLH inh -9%.
